Bioassay records: PubChem BioAssay, several laboratories
West Nile antiviral – West Nile virus antiviral activity, cell-based, CPE readout (AID 1621); actives 0.02% (n = 290,000); one-dose CPE inhibition, % at 10 µM; IC50 in µM for titrated hits; West Nile virus-infected cells, CPE inhibition; higher % means a stronger effect; in the data active = a potency from the dose series; inconclusive = CPE inhibition mostly from about 3.7% at the one dose, without a potency; inactive = the rest, 99 in 100 with CPE inhibition below about 2.2%; note: strong numbers were not always called active
RSV antiviral HEp-2 – inhibition of RSV-induced cytopathic effect – HEp-2 cells, primary 10 µM value included (AID 2391). HEp-2 cells, RSV-induced CPE inhibition; higher % means a stronger effect. one-dose CPE inhibition, % at 10 µM; IC50 in µM for titrated hits. actives 0.13% (n = 310,000); in the data active = a potency from the dose series; inconclusive = CPE inhibition mostly from about 23% at the one dose, without a potency; inactive = the rest, 99 in 100 with CPE inhibition below about 21%; note: strong numbers were not always called active
NS5 inhibitors – Dengue-2 NS5 methyltransferase inhibitors, primary screen, biochemical, confirmation dose response (AID 588689); Dengue-2 NS5 methyltransferase capping enzyme assay, biochemical; higher % means a stronger effect; inhibition, % at 25 µM; hits with a dose series show IC50 in µM; actives 0.3% (n = 340,000); in the data active = a potency from the dose series; inconclusive = inhibition above about 29% without an active follow-up result
Siah-1 displacement – blockers of Siah-1 interaction with plectin peptide – biochemical, fluorescence polarization, rhodamine-plectin, uHTS, primary screen (AID 1817). one-dose displacement, % at 20 µM; IC50 in µM for titrated hits. Siah-1 / rhodamine-plectin peptide fluorescence polarization; higher % means a stronger effect. actives 0.02% (n = 290,000);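 active = displacement of at least 50% at 20 µM, with a fluorescence ratio check between 0.3 and a set limit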;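 note: plate controls were Siah plus tracer with DMSO for no effect and tracer alone without Siah for full effect; strong numbers were not always called active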
Large T inhibition – SV40 large T antigen inhibitors, biochemical (AID 1903). actives 0.39% (n = 310,000). one-dose inhibition, % at 20 µM; IC50 in µM for titrated hits. SV40 large T antigen ATPase/helicase inhibition assay; higher % means a stronger effect; in the data active = a potency from the dose series; inconclusive = inhibition mostly from about 32% at the one dose, without a potency; inactive = the rest, 99 in 100 with inhibition below about 32%; note: strong numbers were not always called active
UTI89 phage lysis – protection from phage-mediated lysis, alamar blue read-out – E. coli UTI89, K1F phage, bacterial capsule biogenesis inhibitors (AID 488966). E. coli UTI89 K1F phage lysis, alamar blue, 2 h; higher % means a stronger effect. actives 0.02% (n = 340,000). one-dose inhibition, % at 100 µM; IC50 in µM for titrated hits;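 active = phage lysis inhibition, versus mean bacterial control, above a set limit; inconclusive = no clear call, values can overlap the other calls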;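 note: capsule biogenesis inhibitors block K1F phage lysis so surviving cells raise fluorescence; higher fluorescence means more inhibition of phage lysis; actives were called in the ten point dose series up to 300 µM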
NTR1 agonist – NTR1-driven beta-arrestin-GFP spot formation – imaging, U2OS cells, high content, primary screen (AID 493036); P30989; actives 0.17% (n = 330,000); agonist mode; activation, % at 20 µM;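 active = activation at or above 40% of the spot to cytoplasm intensity ratio, with at least 20 cells analyzed; inconclusive = wells under 20 cells, flagged as cytotoxic or low count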;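 note: 0% = DMSO without peptide and 100% = 100 nM NTR1 peptide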
Target sequence (P30989 whole entry, looked up): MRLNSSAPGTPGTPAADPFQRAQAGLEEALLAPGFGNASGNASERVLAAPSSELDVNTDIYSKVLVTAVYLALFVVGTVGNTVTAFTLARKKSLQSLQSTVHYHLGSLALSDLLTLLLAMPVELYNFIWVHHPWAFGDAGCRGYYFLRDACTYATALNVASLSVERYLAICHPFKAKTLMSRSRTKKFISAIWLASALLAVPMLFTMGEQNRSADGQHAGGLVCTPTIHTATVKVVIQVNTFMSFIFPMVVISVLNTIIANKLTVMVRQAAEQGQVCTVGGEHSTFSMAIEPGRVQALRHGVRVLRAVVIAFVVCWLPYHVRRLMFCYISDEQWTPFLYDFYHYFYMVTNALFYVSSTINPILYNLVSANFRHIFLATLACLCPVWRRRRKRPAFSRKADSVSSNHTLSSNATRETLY
AID2073 – disruptors of CaV2.2 binding to Mint1 – biochemical, HTRF (AID 2073); actives 0.19% (n = 290,000); inhibition, % at 20 µM, or IC50 in µM where a hit was titrated; HTRF protein-protein interaction, Mint1-CaV2.2; higher % means a stronger effect; in the data active = inhibition mostly above about 51%, no sharp cut-off; inconclusive = no clear call, values can overlap the other calls; inactive = mostly below about 53%; note: some results filed as inactive read as strong as hits
MgcRacGAP inhibition – MgcRacGAP GTPase-activating activity inhibitors, confirmation, biochemical, ADP Hunter fluorescence; MgcRacGAP-stimulated Rac1 GTP hydrolysis, ADP Hunter fluorescence; higher % means a stronger effect; GST-tagged Rac1 F28L mutant substrate; inhibition, % at 30 µM, or IC50 in µM where a hit was titrated; actives 0.6% (n = 340,000); AID 624330;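 active = first-screen hits whose inhibition reached a set limit at any dose in the follow-up dose series; inconclusive = inhibition above the set first-screen limit but never retested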;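 note: fluorescence reports GDP produced by GAP-driven GTP hydrolysis; strong numbers were not always called active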
NTR1 agonist cell count 20 µM – further read-out of NTR1 agonist, marked with its call; cell count; measured here: cell count, cytotoxicity flag
Numbers without * were called inactive; u = inconclusive; x = not tested or not shown; [ ] = another dose, or the depositor's remark.

SMILES	West Nile antiviral	RSV antiviral HEp-2	NS5 inhibitors	Siah-1 displacement	Large T inhibition	UTI89 phage lysis	NTR1 agonist	NTR1 agonist cell count 20 µM	AID2073	MgcRacGAP inhibition
COc1cc2cc(Oc3ccc4ccc(=O)oc4c3)c(=O)oc2cc1OC(=O)C=C(C)C	x	-0.2%	x	-1%	22%	x	0.1	83	0%	x
O=C(Nc1nnc(-c2ccccc2Cl)s1)c1ccccc1F	-0.1%	2.0%	0%	6%	0%	2.3%[50 µM]	2.5	77	12%	10%
COc1ccc2cc(C(=O)NCC(=O)O)sc(=O)c2c1OC	x	x	4%	6%	-3%	0.5%	0.7	60	3%	-1%
CN(N)c1nc(-c2ccccc2)nnc1C(F)(F)F	-0.1%	3.0%	-5%	3%	2%	0.4%	-0.7	44	-3%	4%
O=C(c1ccco1)N1CCN(Cc2cccc3ccccc23)CC1	-1.3%	14%	-7%	5%	4%	0.3%	0.1	47	4%	16%
O=S(=O)(c1ccccc1Cl)N1CCCC1c1nc(-c2ccc(Cl)cc2)no1 (stereo unspecified)	-0.8%	1.5%	6%	4%	5%	1.3%	3.1	68	-7%	3%
CCOC(=O)c1c(NC(=O)CC)sc(C(=O)NC2CCCC2)c1C	1.5%	3.1%	-6%	-2%	5%	0.1%	2.3	58	0%	12%
Cc1cc(C)c(NC(=O)COc2cccnc2[N+](=O)[O-])c(C)c1	x	-1.0%	-1%	x	x	0.1%	7.0	58	x	3%
COCCN1C=C(C(=O)OC)C(c2ccc(Cl)cc2)C(C(=O)OC)=C1	-1.0%	-0.9%	1%	4%	16%	-0.4%	0.3	52	31%	2%
Cc1ccccc1NC(=O)Cc1nc(COC(=O)c2cc(Br)ccc2O)cs1	x	0.0%	-1%	x	x	0.1%[50 µM]	1.8	47	x	6%
COc1ccc(C(=O)Nc2ccnn2C2CCN(Cc3cnn(C)c3)CC2)cc1	0.1%	-0.3%	-10%	-7%	-1%	0.3%	-0.2	48	1%	8%
O=C(COC(=O)c1n[nH]c2ccccc12)c1ccc(F)c(F)c1	x	12%	1%	x	26%	0.1%[50 µM]	1.7	52	x	7%
Cn1c(=O)n(C/C=C/c2ccccc2)c(=O)c2c1nc1n2CCCN1c1ccc(F)cc1	0.3%	6.5%	1%	-3%	-6%	0.0%	4.4	61	3%	3%
CC(C)[C@@H](N)C(=O)NCC1CCC(C(=O)N[C@@H](Cc2ccccc2)C(=O)O)CC1 (stereo partly specified)	-0.7%	1.2%	-5%	0%	13%	0.2%	-1.6	96	-4%	6%
O=c1[nH]c(C(Cl)Cl)nc2sc3c(c12)CCN(Cc1ccccc1)C3	0.4%	2.3%	-5%	28%	19%	0.4%[50 µM]	x	x	25%	10%
Cc1nnc(NC2(C(F)(F)F)C(=O)Nc3c2c(=O)n(C)c(=O)n3C)s1 (stereo unspecified)	0.5%	1.5%	x	11%	7%	0.3%	0.8	75	4%	12%
O=C(CCN1C(=O)COc2ccccc21)NCc1ccco1	-0.1%	-0.5%	-3%	-6%	16%	0.1%	-0.4	50	2%	8%
CCOC(=O)c1ccccc1-c1cn2cc(Cl)ccc2n1	-0.9%	6.2%	7%	0%	3%	0.1%	1.3	77	16%	15%
O=C(CN1CCN(Cc2ccccc2)CC1)N=Nc1c(O)[nH]c2ccccc12	-0.9%	1.4%	-4%	-2%	12%	5.2%	0.5	51	0%	8%
COc1ccc(C)cc1NC(=O)CSCc1ccccc1C	-1.0%	7.8%	-3%	-4%	-6%	0.2%	6.0	54	-3%	17%
COc1ccc(/C=C\C(=O)c2c(O)ccc3c(C)cc(=O)oc23)cc1OC	1.3%	18%	-3%	1%	19%	1.1%	5.9	50	13%	6%
CCCCN(C)Cc1cc(=O)oc2cc3c(cc12)CCCC3	-0.6%	7.6%	-13%	3%	9%	1.0%	-0.6	54	2%	0%
COC(=O)C1=C(C(=O)OC)[C@@H]2N(C)c3ccc(OC)cc3[C@@]23C[C@@H](C(=O)OC)N(C(=O)c2cccs2)C3=N1	-0.4%	1.3%	3%	1%	29%	0.1%	-1.8	58	6%	10%
CCn1c(-c2ccccc2)c(C(=O)CC#N)c2ccccc21	0.4%	3.6%	x	1%	8%	0.0%	1.6	25	28%	7%
S=C1NCN(Cc2ccco2)CN1Cc1ccco1	0.1%	x	-2%	-6%	3%	-0.6%	-0.6	54	-19%	-4%

Record cards, as listed above.
Cc1nnc(NC2(C(F)(F)F)C(=O)Nc3c2c(=O)n(C)c(=O)n3C)s1 (stereo unspecified) reads West Nile antiviral: 0.5%; RSV antiviral HEp-2: 1.5%; NS5 inhibitors: x; Siah-1 displacement: 11%; Large T inhibition: 7%; UTI89 phage lysis: 0.3%; NTR1 agonist: 0.8; NTR1 agonist cell count 20 µM: 75; AID2073: 4%; MgcRacGAP inhibition: 12%
O=C(Nc1nnc(-c2ccccc2Cl)s1)c1ccccc1F reads West Nile antiviral: -0.1%; RSV antiviral HEp-2: 2.0%; NS5 inhibitors: 0%; Siah-1 displacement: 6%; Large T inhibition: 0%; UTI89 phage lysis: 2.3%[50 µM]; NTR1 agonist: 2.5; NTR1 agonist cell count 20 µM: 77; AID2073: 12%; MgcRacGAP inhibition: 10%

(further entries)
SMILES	West Nile antiviral	RSV antiviral HEp-2	NS5 inhibitors	Siah-1 displacement	Large T inhibition	UTI89 phage lysis	NTR1 agonist	NTR1 agonist cell count 20 µM	AID2073	MgcRacGAP inhibition
O=C(Nc1ccc2c(c1)OCO2)C1CCCN(c2nc3ccccc3s2)C1 (stereo unspecified)	-0.3%	0.8%	-5%	-5%	-1%	5.8%	1.7	52	-3%	2%
O=C(CN1CCCC1)N/N=C/c1c(O)ccc2ccccc12	u	13%	6%	-4%	6%	1.2%	0.7	52	11%	14%
COc1ccccc1CC(=O)N1CCN(C(=O)c2ccco2)CC1	0.0%	2.4%	5%	3%	9%	0.2%	-0.6	62	5%	5%
Cn1ccnc1SCC(=O)Nc1cccc(S(=O)(=O)N2CCCCCC2)c1	-0.3%	-0.4%	-4%	-6%	3%	0.6%	0.7	54	-6%	2%
CCCC(=O)NNC(=O)Nc1ccccc1	1.7%	0.9%	-11%	2%	-5%	3.4%	-0.9	52	u	11%
Cc1ccccc1N1CCN(C(=O)C2CCC(=O)N(C3CCCC3)C2)CC1 (stereo unspecified)	-1.1%	1.7%	-2%	1%	14%	-0.1%	0.0	69	16%	14%
Cc1cc(C(=O)CSc2ccc(Cl)cc2)cc(C)c1OC(=S)N(C)C	-0.4%	2.2%	1%	1%	8%	1.3%	1.7	38	-4%	13%
CS(=O)(=O)N(CC(=O)N1CCCCCC1)c1cccc(F)c1	0.2%	1.8%	-10%	6%	6%	0.0%	-0.2	59	10%	8%
COC(=O)C1=C(C)N(C)C(=O)NC1c1ccc([N+](=O)[O-])o1 (stereo unspecified)	0.3%	1.4%	2%	6%	8%	0.6%	-2.5	95	1%	3%
CC(NC(=O)c1cccc(S(=O)(=O)N(C)C)c1)c1nc2ccccc2[nH]1 (stereo unspecified)	0.1%	0.2%	-5%	1%	4%	-0.1%	0.2	60	0%	6%
COc1ccc(OCc2nnc(SCC(=O)NC3CC4CCC3C4)o2)cc1 (stereo unspecified)	0.8%	1.0%	-7%	1%	1%	0.1%	-1.1	44	19%	6%
Cc1cc(C)nc(N/N=C/c2cccc([N+](=O)[O-])c2)n1	0.2%	-0.6%	x	-5%	8%	x	-0.4	40	-1%	x
CCOc1ncccc1C(=O)OCC(=O)NCc1ccc2c(c1)OCO2	-0.5%	0.7%	-7%	4%	2%	0.2%	0.4	52	12%	8%
O=C(Oc1ccc(Cl)c2cccnc12)c1cccnc1	-0.3%	1.9%	-5%	13%	6%	0.5%	2.0	62	6%	9%
N#Cc1cccc(NC(=O)NCCc2c[nH]c3ccccc23)c1	x	2.5%	-3%	4%	1%	-1.4%	1.0	45	-6%	6%
CN(NC1OC(=O)c2ccccc21)c1ncc(C(F)(F)F)cc1Cl (stereo unspecified)	1.2%	x	-3%	1%	7%	2.0%	0.6	53	20%	11%

Filtered by structure, the entries above with an aryl thioether with sulfur outside any ring (3)
SMILES	West Nile antiviral	RSV antiviral HEp-2	NS5 inhibitors	Siah-1 displacement	Large T inhibition	UTI89 phage lysis	NTR1 agonist	NTR1 agonist cell count 20 µM	AID2073	MgcRacGAP inhibition
Cn1ccnc1SCC(=O)Nc1cccc(S(=O)(=O)N2CCCCCC2)c1	-0.3%	-0.4%	-4%	-6%	3%	0.6%	0.7	54	-6%	2%
Cc1cc(C(=O)CSc2ccc(Cl)cc2)cc(C)c1OC(=S)N(C)C	-0.4%	2.2%	1%	1%	8%	1.3%	1.7	38	-4%	13%
COc1ccc(OCc2nnc(SCC(=O)NC3CC4CCC3C4)o2)cc1 (stereo unspecified)	0.8%	1.0%	-7%	1%	1%	0.1%	-1.1	44	19%	6%
